NF-kB expr up = NF-kB expression increase, human neuronal cells; NF-kB reporter expression; active compounds read high; fold change at 12.5 µM; 190,000 compounds, 1.6% hits; AID 1239; in the data active = fold change above about 3.3
APP 5UTR inh = APP translation inhibition; SH-SY5Y APP 5'UTR-luciferase reporter, luminescence; inhibition, % at 2 µM; 190,000 compounds, 0.82% hits; AID 1285;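 active = inhibition above a set limit, derived from the sample mean plus 3 SD, cut at about 45% in these data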; note: values of inactives mirror those of a sister screen read the other way
Hsp70 act = switches on Hsp70 transcription | 200,000 compounds, 0.04% hits | HeLa Hsp70 promoter luciferase reporter, luminescence; scaled: vehicle 0, proteasome-inhibitor control 100% | AID 1203 | activation, % at 10 µM;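 active = activation above the mean across all tested compounds plus 3 SD, cutoff set per campaign, cut at about 5.5% in these data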;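 note: 100% = MG132 at 30 µM as the positive control and 0% = DMSO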
G6PDH counter = inhibits Leuconostoc G6PDH, flagging false hits in G6PDH-based assays; Purified L. mesenteroides G6PDH, diaphorase/resazurin coupled fluorescence, 45 min; inhibition, % at 5 µM; 200,000 compounds, 0.12% hits; AID 1020; in the data active = inhibition above about 50%
FLuc stim CS = affects firefly luciferase, flagging false hits in luciferase stimulation screens | 200,000 tested, under 10 active | activation factor at 10 µM | ATPlite luciferase biochemical, luminescence, 10 min; 0 = ATP-free wells, 1 = DMSO control | P08659;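 active = luciferase activation factor, scaled between plate controls, of at least 2 with compound at 10 µM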
Target sequence (P08659 whole entry, looked up): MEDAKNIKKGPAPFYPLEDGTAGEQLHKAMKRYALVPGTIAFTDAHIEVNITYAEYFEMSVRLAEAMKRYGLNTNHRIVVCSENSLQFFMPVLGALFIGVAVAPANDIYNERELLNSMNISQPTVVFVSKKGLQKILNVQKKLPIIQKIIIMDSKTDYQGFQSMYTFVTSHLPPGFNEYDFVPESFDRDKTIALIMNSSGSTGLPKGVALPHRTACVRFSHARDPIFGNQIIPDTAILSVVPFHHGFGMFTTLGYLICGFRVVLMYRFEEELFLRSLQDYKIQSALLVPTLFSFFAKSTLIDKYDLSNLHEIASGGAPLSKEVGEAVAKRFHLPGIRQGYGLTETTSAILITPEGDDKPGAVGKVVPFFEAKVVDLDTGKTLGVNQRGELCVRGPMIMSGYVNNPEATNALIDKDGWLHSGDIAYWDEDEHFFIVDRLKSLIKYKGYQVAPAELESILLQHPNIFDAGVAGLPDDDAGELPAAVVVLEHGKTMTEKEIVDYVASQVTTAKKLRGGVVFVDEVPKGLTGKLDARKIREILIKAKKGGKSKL
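System: Luciferase/luciferin detection reagent, cell-free biochemical luciferase assay | Medium: PBS buffer for ATP | Dosing: Test compounds dosed from 2 mM stocks in 100% DMSO | Timing: 10 min at ambient temperature | Signal: Luminescence measurement of luciferase light output | Evaluation: Luciferase activation, seen as luminescence increase over controls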
Redox H2O2 prof = compounds producing H2O2 with reducing agent – biochemical, NIH compound library profiling, artefact control for MLSCN library redox annotation, primary screen; 200,000 compounds, 0.03% hits; activation, % at 10 µM; DTT-dependent redox cycling H2O2, phenol red/HRP absorbance; 100% = 100 µM peroxide control, 0% = buffer;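 active = activation of at least 50% relative to the plate's high and low controls in the primary single-dose screen; inactive = activation below 50%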;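 note: compound incubated with DTT at 0.8 mM final as the reducing agent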
Efa HMGR inh = inhibitors of class II HMG-CoA reductase from Enterococcus faecalis | purified E. faecalis HMGR, NADPH absorbance 340 nm kinetic | inhibition, % at 10 µM | 190,000 compounds, 0.41% hits | AID 1066;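 active = inhibition above a set limit, the median over all tested compounds plus 3 SD, cut at about 9.5% in these data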;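 note: enzyme runs in reverse so mevalonate oxidation gives rising NADPH absorbance; 0% = complete reaction with DMSO and 100% = background rate lacking mevalonate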
FLuc inh counter = inhibits firefly luciferase, flagging false hits in luciferase inhibition screens; P08659; ATPLite firefly luciferase biochemical luminescence, 10 min; inhibition, % at 10 µM; 200,000 compounds, 1.5% hits; AID 1006;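 active = inhibition above about 50% when tested at 10 µM, limit read from the data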
APP 5'UTR act = APP 5'UTR luciferase reporter activation | SH-SY5Y APP 5'UTR luciferase reporter, luminescence; zero percent = DMSO vehicle wells | 190,000 compounds, 1% hits | activation, % at 2 µM | AID 1276;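 active = activation above a set limit, based on mean plus 3 SD of controls, cut at about 140% in these data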; note: values of inactives mirror those of a sister screen read the other way
STAT1 act = activators of IFN-gamma induced STAT1 signaling. NIH 3T3 STAT1-luciferase reporter, luminescence; 100% = IFN-gamma alone, no compound. activation (% of control), % at 5.5 µM. AID 932. 200,000 compounds, 2.6% hits;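 active = activation above the screen-wide mean activation plus 3 SD, cut at about 130% in these data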;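 note: raw ratio to IFN-gamma control signal so 100% means no change and 0% no light; values of inactives mirror those of a sister screen read the other way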
Starred values were filed as active, the others as inactive.

#1 c1ccc2c(c1)nnn2Cc1nnc2sc(-c3ccncc3)nn12
#2 CCOC(=O)/C(C#N)=C\c1ccc(CC)s1
#3 O=[N+]([O-])c1ccc(C[n+]2cc(-c3ccccc3)n3c2CCCCC3)cc1
#4 COc1ccc(-n2c(SCC(=O)c3ccc[nH]3)nnc2-c2ccccc2)cc1
#5 O=C(Nc1ccc(F)cc1)c1ccccc1S(=O)(=O)c1ccccc1[N+](=O)[O-]
#6 CCC(=O)NC(Nc1ccccn1)(C(=O)OC)C(F)(F)F (centres undefined)

| Assay by compound | 1 | 2 | 3 | 4 | 5 | 6 |
| --- | --- | --- | --- | --- | --- | --- |
| NF-kB expr up | 0.91 | 1.6 | 0.97 | 0.97 | 1.2 | 1.4 |
| APP 5'UTR act | 8 | 4 | -4 | 4 | -5 | -4 |
| G6PDH counter | 6 | -1 | 3 | -3 | -10 | 4 |
| Redox H2O2 prof | -0.2 | 1.9 | -0.8 | 0.0 | -0.4 | 0.9 |
| Efa HMGR inh | 6 | -11 | 0 | 4 | 0 | 4 |
| FLuc inh counter | -8 | 18 | 2 | 0 | -7 | -10 |
| APP 5UTR inh | -8 | -4 | 4 | -4 | 5 | 4 |
| Hsp70 act | 1.6 | 0.2 | -0.1 | -0.3 | -0.6 | -0.1 |
| STAT1 act | 103 | 106 | 91 | 103 | 98 | 96 |
| FLuc stim CS | 1.1 | 0.8 | 1 | 1 | 1.1 | 1.1 |

#7 CCOC(=O)CCC(NC(=O)CCCC(=O)NC(CCC(=O)OCC)C(=O)OCC)C(=O)OCC (centres undefined)
#8 Cc1ccsc1/C=C(\C#N)C(=O)Nc1c(C)n(C)n(-c2ccccc2)c1=O
#9 CCC1(C)Cc2c(C#N)c(N)n(-c3ccccc3)c(=O)c2CO1 (centres undefined)
#10 Cc1sc(NC(=O)CSc2nnc(C)c(=O)[nH]2)c(C#N)c1C
#11 CC#CCCCC(=O)Nc1cc(OC)nc(OC)n1
#12 O=C(Nc1ccccc1)c1ccsc1

| Assay by compound | 7 | 8 | 9 | 10 | 11 | 12 |
| --- | --- | --- | --- | --- | --- | --- |
| NF-kB expr up | 1.5 | 1.1 | 1.4 | 1.4 | 1.3 | 1.3 |
| APP 5'UTR act | 21 | -10 | -1 | 10 | 0 | -12 |
| G6PDH counter | 9 | 29 | -4 | 3 | 12 | 3 |
| Redox H2O2 prof | 0.0 | 0.2 | 1.1 | -0.7 | -0.1 | 0.0 |
| Efa HMGR inh | -3 | -4 | 2 | 1 | -7 | 0 |
| FLuc inh counter | 6 | 2 | -8 | -12 | -3 | 4 |
| APP 5UTR inh | -21 | 10 | 1 | -10 | 0 | 12 |
| Hsp70 act | -0.2 | -0.3 | 0.0 | -0.1 | -0.4 | 0.1 |
| STAT1 act | 99 | 101 | 102 | 102 | 104 | 98 |
| FLuc stim CS | 0.9 | 1 | 1.1 | 1.1 | 1 | 1 |

#13 CSc1nc2ccc(NC(=O)CSc3nnc(N)s3)cc2s1
#14 CCC(C)(C)n1nnnc1C(c1cc(OC)ccc1OC)N1CCN(Cc2ccccc2)CC1 (centres undefined)
#15 CC1=C/C(=C\c2ccc(Br)o2)C(=O)O1
#16 CC12CCC(C(=O)NCc3ccccc3Cl)(OC1=O)C2(C)C (centres undefined)
#17 O=C(COC(=O)CCN1C(=O)c2ccccc2C1=O)Nc1ccc(S(=O)(=O)N2CCCC2)cc1
#18 COc1ccc(C)cc1S(=O)(=O)N(CC(=O)N1CCOCC1)Cc1ccccc1

| Assay by compound | 13 | 14 | 15 | 16 | 17 | 18 |
| --- | --- | --- | --- | --- | --- | --- |
| NF-kB expr up | 1.3 | 0.8 | 1.4 | 1.1 | 0.84 | 1.2 |
| APP 5'UTR act | 9 | 7 | 0 | 11 | -6 | 2 |
| G6PDH counter | 12 | 11 | -15 | 20 | 9 | -4 |
| Redox H2O2 prof | -1.3 | 0.2 | -0.1 | -0.3 | 0.4 | -1.7 |
| Efa HMGR inh | 2 | 3 | -6 | -5 | 1 | -3 |
| FLuc inh counter | 8 | -4 | -5 | -7 | 0 | -7 |
| APP 5UTR inh | -9 | -7 | 0 | -11 | 6 | -2 |
| Hsp70 act | -0.2 | 0.1 | -0.2 | -0.2 | 3.4 | -0.1 |
| STAT1 act | 114 | 100 | 93 | 106 | 99 | 104 |
| FLuc stim CS | 0.9 | 1 | 1.1 | 1.1 | 1 | 1.1 |

Single entries from the list:
Hsp70 act with compound 13 = -0.2
APP 5'UTR act with compound 16 = 11

(continued)
#19 COc1ccc(/C=N/NC(=O)C(=O)N2CCCC2)cc1OC
#20 Cc1ccccc1NC(=S)N(CCCN1CCCCC1)Cc1ccco1
#21 O=C(O)CCC(=O)OC1CC2CCC1C2 (centres undefined)
#22 CCOC(=O)CSc1nc2ccccc2n1CC(=O)NC(C)(C)C
#23 CCOC(=O)N1CCN(S(=O)(=O)c2ccc([N+](=O)[O-])cc2)CC1
#24 Cc1ccc(C)c(N(CC(=O)NC2CCCC2)C(=O)c2oc(C(C)(C)C)cc2C)c1

| Assay by compound | 19 | 20 | 21 | 22 | 23 | 24 |
| --- | --- | --- | --- | --- | --- | --- |
| NF-kB expr up | 1.2 | 0.99 | 1.4 | 1 | 1 | 0.62 |
| APP 5'UTR act | 14 | -5 | -1 | 3 | 12 | 6 |
| G6PDH counter | 20 | -9 | 6 | 5 | 4 | 0 |
| Redox H2O2 prof | -0.9 | -0.2 | 1.1 | -0.1 | 1.4 | 2.3 |
| Efa HMGR inh | 0 | 0 | -6 | -2 | 0 | 4 |
| FLuc inh counter | -1 | -11 | -2 | -1 | -6 | -2 |
| APP 5UTR inh | -14 | 5 | 1 | -2 | -12 | -6 |
| Hsp70 act | 0.1 | -0.6 | 0.1 | -0.3 | -0.2 | 0.1 |
| STAT1 act | 95 | 104 | 108 | 101 | 96 | 96 |
| FLuc stim CS | 1 | 1.1 | 1 | 1 | 1.1 | 1 |

Down the list, as entered above:
G6PDH counter for nos. 20 to 23 → -9, 6, 5, 4
FLuc stim CS for nos. 20 to 23 → 1.1, 1, 1, 1.1
Efa HMGR inh for nos. 20 to 23 → 0, -6, -2, 0

Continued:
#25 Fc1ccccc1/C=C/c1ccc2ccccc2n1
#26 O=C1Nc2ccccc2/C1=C/C(=O)c1cccs1
#27 CCCC(C)n1[nH]c(=O)cc1N (centres undefined)
#28 COc1ccc(-c2ccc(=O)n(CC(=O)Nc3ccc4c(c3)OCCO4)n2)cc1
#29 CCCCn1c(=NC(=O)c2cccnc2)c(C(=O)OCC)cc2c(=O)n3ccccc3nc21
#30 CCc1ccc(C(=O)Nc2ccc(OC)c(S(=O)(=O)N3CCOCC3)c2)cc1

| Assay by compound | 25 | 26 | 27 | 28 | 29 | 30 |
| --- | --- | --- | --- | --- | --- | --- |
| NF-kB expr up | 6.7* | 2.2 | 1.1 | 0.99 | 0.43 | 0.85 |
| APP 5'UTR act | 196* | -16 | -8 | -5 | -2 | 10 |
| G6PDH counter | 16 | 8 | 1 | 11 | -46 | -1 |
| Redox H2O2 prof | -0.1 | 0.0 | 0.0 | -0.1 | 1.0 | -0.1 |
| Efa HMGR inh | -1 | -2 | 0 | 2 | -6 | 1 |
| FLuc inh counter | 87* | 14 | -4 | -5 | -6 | -1 |
| APP 5UTR inh | -196 | 16 | 8 | 5 | 2 | -10 |
| Hsp70 act | -0.5 | 0.1 | -0.3 | -0.2 | -0.4 | -0.4 |
| STAT1 act | 96 | 99 | 100 | 103 | 93 | 88 |
| FLuc stim CS | 0.1 | 0.9 | 1 | 1.1 | 1.1 | 1 |

#31 O=C(CSCC(=O)Nc1ccccc1)N/N=C/c1c(O)ccc2ccccc12
#32 CSCCC1NC(=O)N(CC(=O)N2N=C(c3ccc(Cl)cc3)CC2c2ccco2)C1=O (centres undefined)
#33 CCOC(=O)C1=C(C)NC(=O)NC1c1cccc(OC)c1OCc1ccccc1Cl (centres undefined)
#34 COC(=O)C1=C2SC(C)C(=O)N2C(N)=C(C#N)C1c1cc(OC)c(OC)c(OC)c1 (centres undefined)
#35 O=C(Nc1ccc(Cl)cn1)Nc1ccccc1F

| Assay by compound | 31 | 32 | 33 | 34 | 35 |
| --- | --- | --- | --- | --- | --- |
| NF-kB expr up | 2 | 0.91 | 0.81 | 1.2 | 2.2 |
| APP 5'UTR act | -66 | -7 | 20 | 23 | 17 |
| G6PDH counter | -18 | 3 | 0 | -8 | 3 |
| Redox H2O2 prof | 1.5 | -1.6 | 0.1 | 1.9 | 2.0 |
| Efa HMGR inh | -4 | -4 | -5 | -4 | 0 |
| FLuc inh counter | 4 | -6 | -4 | -5 | -5 |
| APP 5UTR inh | 66* | 7 | -20 | -23 | -17 |
| Hsp70 act | -0.4 | 0.1 | -0.7 | -0.3 | 0.3 |
| STAT1 act | 98 | 100 | 99 | 106 | 139* |
| FLuc stim CS | 1 | 1.1 | 1 | 1.1 | 1 |

Some of the entries so far, bar-delimited:
No. | SMILES | NF-kB expr up | APP 5'UTR act | G6PDH counter | Redox H2O2 prof | Efa HMGR inh | FLuc inh counter | APP 5UTR inh | Hsp70 act | STAT1 act | FLuc stim CS
23 | CCOC(=O)N1CCN(S(=O)(=O)c2ccc([N+](=O)[O-])cc2)CC1 | 1 | 12 | 4 | 1.4 | 0 | -6 | -12 | -0.2 | 96 | 1.1
24 | Cc1ccc(C)c(N(CC(=O)NC2CCCC2)C(=O)c2oc(C(C)(C)C)cc2C)c1 | 0.62 | 6 | 0 | 2.3 | 4 | -2 | -6 | 0.1 | 96 | 1
25 | Fc1ccccc1/C=C/c1ccc2ccccc2n1 | 6.7* | 196* | 16 | -0.1 | -1 | 87* | -196 | -0.5 | 96 | 0.1
26 | O=C1Nc2ccccc2/C1=C/C(=O)c1cccs1 | 2.2 | -16 | 8 | 0.0 | -2 | 14 | 16 | 0.1 | 99 | 0.9
27 | CCCC(C)n1[nH]c(=O)cc1N (centres undefined) | 1.1 | -8 | 1 | 0.0 | 0 | -4 | 8 | -0.3 | 100 | 1
28 | COc1ccc(-c2ccc(=O)n(CC(=O)Nc3ccc4c(c3)OCCO4)n2)cc1 | 0.99 | -5 | 11 | -0.1 | 2 | -5 | 5 | -0.2 | 103 | 1.1
29 | CCCCn1c(=NC(=O)c2cccnc2)c(C(=O)OCC)cc2c(=O)n3ccccc3nc21 | 0.43 | -2 | -46 | 1.0 | -6 | -6 | 2 | -0.4 | 93 | 1.1
30 | CCc1ccc(C(=O)Nc2ccc(OC)c(S(=O)(=O)N3CCOCC3)c2)cc1 | 0.85 | 10 | -1 | -0.1 | 1 | -1 | -10 | -0.4 | 88 | 1
31 | O=C(CSCC(=O)Nc1ccccc1)N/N=C/c1c(O)ccc2ccccc12 | 2 | -66 | -18 | 1.5 | -4 | 4 | 66* | -0.4 | 98 | 1
32 | CSCCC1NC(=O)N(CC(=O)N2N=C(c3ccc(Cl)cc3)CC2c2ccco2)C1=O (centres undefined) | 0.91 | -7 | 3 | -1.6 | -4 | -6 | 7 | 0.1 | 100 | 1.1
33 | CCOC(=O)C1=C(C)NC(=O)NC1c1cccc(OC)c1OCc1ccccc1Cl (centres undefined) | 0.81 | 20 | 0 | 0.1 | -5 | -4 | -20 | -0.7 | 99 | 1
34 | COC(=O)C1=C2SC(C)C(=O)N2C(N)=C(C#N)C1c1cc(OC)c(OC)c(OC)c1 (centres undefined) | 1.2 | 23 | -8 | 1.9 | -4 | -5 | -23 | -0.3 | 106 | 1.1
35 | O=C(Nc1ccc(Cl)cn1)Nc1ccccc1F | 2.2 | 17 | 3 | 2.0 | 0 | -5 | -17 | 0.3 | 139* | 1

Compound activity: PubChem, several laboratories
